# Screening results (PubChem BioAssay)
# PI5P4K alpha inh – blocks human PI5P4K alpha kinase activity; max response, %; PI5P4Kalpha enzyme, ADP-Glo luminescence, 60 min; hits give low values; actives 1.2% (n = 330,000); P48426; active means max response of -50% or lower; inconclusive means between -30% and -50%; inactive means -30% or higher; further: value at the top dose of about 77 µM; on the % scale 0 is the no-effect control and ±100 the full control effect
#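 PI5P4Kalpha ADP-Glo assay; 5 microM ATP final; 60 min RT reaction; HEPES pH 7.4/EGTA/CHAPS, 5% DMSO; controls lacking substrate or enzyme; luminescent end-point.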
# EPAC1 antagonist – antagonists of human EPAC1; O95398; EPAC1 GEF assay, Rap1b-BODIPY-GDP exchange fluorescence; Potency, µM (series often up to 115 µM), for the others: top-dose activity change, negative = inhibition, usual class: inhibitors; actives 0.14% (n = 360,000); AID 720709;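 further: potency means the concentration at half of the fitted maximal effect; plate controls were vehicle for no effect and positive control for full effect; nearly all actives have a fitted effect of over 50% in size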
# CCT modulator – changes cytosolic chaperonin activity. activity change, % (no concentration beside the values), hits read low. purified chaperonin ATPase assay, HTRF ADP detection, 30 min. AID 651819. actives 0.3% (n = 360,000); in the data active means activity change below about -30%; further: on the % scale 0 is the no-effect control and ±100 the full control effect
#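 Nucleotide hydrolysis assay: TRiC at 20–40 nM final (set by batch activity) with 10 uM ATP, 30 min at 37 °C, in presence of 76 uM compound. Detection by competitive ADP HTRF, 30 min ambient.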
# IL-2 act – IL-2 activation; IL-2 activation reporter assay, cell-based qHTS; stimulated with anti-CD3/CD4/CD28 beads; in transgenic mouse T cells; activation, % (series mostly up to about 46 µM); actives 0.065% (n = 360,000); AID 652025; in the data active means activation above about 50%; inconclusive means mostly about 30% to 49%; further: 0% is about no effect
#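 Readout: EGFP and DsRed signals by fluorescent plate cytometry. Unstimulated transgenic mouse T cells received compound 60 min before antibody-bead stimulation, then incubated 18 h at 37 degrees C.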
# EPAC2 agonist – activates human EPAC2 exchange factor | actives 0.079% (n = 360,000) | EPAC2 activation, biochemical qHTS; response scale: 100% = 6.5 mM cAMP response | Potency, µM (doses to about 154 µM), for the others: at the top dose activation, usual class: activators | AID 720711; further: potency means the concentration at half of the fitted maximal effect; nearly all actives have a fitted effect of over 50% in size
#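 Each well held 100 nM EPAC2, 250 nM RAP1B-BODIPY-GDP and 50 uM GDP. Fluorescence, read at 5-min intervals to 30 min, was referenced to a 6.5 mM cAMP positive control.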
# WRN helicase inh – inhibitors of human WRN helicase; Q14191; Potency, µM (highest dose often 114 µM), without a hit: at the highest dose activity change, negative = inhibition, actives largely listed as inhibitors; WRN helicase unwinding, fluorescent forked duplex, kinetic; actives 0.46% (n = 360,000); further: potency means the concentration at half of the fitted maximal effect; on the % scale 0 is the no-effect control and ±100 the full control effect; nearly all actives have a fitted effect of over 55% in size
# Target sequence (Q14191 whole entry, looked up): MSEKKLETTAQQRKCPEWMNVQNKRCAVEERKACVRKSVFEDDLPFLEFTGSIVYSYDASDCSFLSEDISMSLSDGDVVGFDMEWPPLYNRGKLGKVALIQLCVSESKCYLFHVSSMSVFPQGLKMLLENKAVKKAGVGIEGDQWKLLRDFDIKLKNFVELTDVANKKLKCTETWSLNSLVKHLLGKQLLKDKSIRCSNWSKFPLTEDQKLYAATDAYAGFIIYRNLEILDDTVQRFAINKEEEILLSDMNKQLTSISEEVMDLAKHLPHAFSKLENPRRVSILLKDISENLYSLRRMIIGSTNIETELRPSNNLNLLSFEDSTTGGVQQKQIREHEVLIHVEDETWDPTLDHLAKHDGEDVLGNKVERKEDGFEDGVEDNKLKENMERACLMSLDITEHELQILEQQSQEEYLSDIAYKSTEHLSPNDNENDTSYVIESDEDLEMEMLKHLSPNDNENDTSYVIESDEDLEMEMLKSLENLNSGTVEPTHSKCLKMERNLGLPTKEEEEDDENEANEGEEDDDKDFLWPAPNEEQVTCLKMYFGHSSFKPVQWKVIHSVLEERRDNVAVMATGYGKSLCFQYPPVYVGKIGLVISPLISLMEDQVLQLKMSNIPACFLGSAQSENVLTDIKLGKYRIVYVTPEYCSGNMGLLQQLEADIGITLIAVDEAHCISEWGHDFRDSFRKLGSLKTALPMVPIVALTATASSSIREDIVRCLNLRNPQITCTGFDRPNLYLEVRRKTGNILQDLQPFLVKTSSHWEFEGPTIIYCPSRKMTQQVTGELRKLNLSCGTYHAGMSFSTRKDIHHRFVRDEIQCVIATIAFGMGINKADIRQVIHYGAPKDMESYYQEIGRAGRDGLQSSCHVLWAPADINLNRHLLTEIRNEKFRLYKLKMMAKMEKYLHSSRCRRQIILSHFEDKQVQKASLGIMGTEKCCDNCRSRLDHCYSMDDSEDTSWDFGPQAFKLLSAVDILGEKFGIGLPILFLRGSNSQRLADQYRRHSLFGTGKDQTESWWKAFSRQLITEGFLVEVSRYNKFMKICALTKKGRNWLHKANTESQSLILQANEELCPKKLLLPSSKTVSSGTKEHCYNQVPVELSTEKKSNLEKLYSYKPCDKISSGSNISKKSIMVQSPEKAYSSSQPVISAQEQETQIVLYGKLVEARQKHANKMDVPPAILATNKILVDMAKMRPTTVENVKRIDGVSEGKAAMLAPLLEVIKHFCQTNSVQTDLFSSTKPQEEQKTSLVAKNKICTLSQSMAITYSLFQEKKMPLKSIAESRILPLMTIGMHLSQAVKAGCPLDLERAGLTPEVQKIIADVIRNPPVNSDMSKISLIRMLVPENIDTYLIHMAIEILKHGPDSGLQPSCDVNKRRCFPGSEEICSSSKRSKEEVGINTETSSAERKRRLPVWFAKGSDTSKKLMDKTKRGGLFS
#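 WRN at 20 nM final preincubated with compound 15 min at room temperature; reaction started with 100 nM fluorophore/quencher forked duplex oligonucleotide and 2 mM ATP final. Unwinding followed kinetically by red fluorescence (ex 525, em 598 nm).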
# EPAC1 agonist – agonists of human EPAC1; O95398; EPAC1 agonist qHTS, biochemical assay; response scale: 100% = response to 6.5 mM cAMP; Potency, µM (highest dose often 154 µM), for inactives: at the highest dose activation, most hits filed as activators; actives 0.073% (n = 360,000); AID 720707; further: potency means the concentration at half of the fitted maximal effect; nearly all actives have a fitted effect of over 60% in size
#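 Nucleotide exchange by EPAC1 (100 nM) on Rap1B–BODIPY-GDP (250 nM) in the presence of 50 uM GDP is tracked fluorescently at 480/540 nm over 30 min. Signals are normalized to a 6.5 mM cAMP control.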
# PLK1 PBD inh – inhibitors of human PLK1 polo-box domain binding; Plk1 PBD binding of FITC phosphopeptide, fluorescence polarization; Potency, µM, without a hit: max response, negative = inhibition, hits mostly inhibitors; actives 2.8% (n = 360,000); further: potency means the concentration at half of the fitted maximal effect; series mostly up to about 57 µM; on the % scale 0 is the no-effect control and ±100 the full control effect; nearly all actives have a fitted effect of over 65% in size
# Numbers without * were called inactive; ? = inconclusive; . = no result given; [ ] = another dose, or the depositor's remark. Unless noted, the call rests on the fitted dose curve; in most records, active means well fitted curve in the direction sought with a large enough effect; inconclusive means small, poorly fitted or top-dose-only effect, or another doubt; inactive means no such curve, though single readings can be large; an effect the other way counts as inactive or inconclusive. Only part of the results is shown; the hit share may differ from the screen's.
# Start of the listing, in advance (7 entries):
SMILES,PI5P4K alpha inh,EPAC1 antagonist,CCT modulator,IL-2 act,EPAC2 agonist,WRN helicase inh,EPAC1 agonist,PLK1 PBD inh
CCCCNC(=S)Nc1cccc(C(C)=O)c1,1,-3%,-0.3,0.4,6%,1%,5%,-18%
Cc1ccc(CSc2nnc(-c3ccccn3)n2N)cc1,-2,-14%,0.5,2.1,2%,-1%,-4%,-6%
C=CCn1c(CNC(=O)c2ccco2)nnc1SCC(=O)c1ccc(OC)cc1,2,-21%,-3.3,-0.1,4%,-4%[57.1 µM],3%,-5%
C#CCN(C[C@H]1[C@H](OC(=O)NCc2ccccc2)[C@H](OC(=O)NCc2ccccc2)C[C@@H](C(=O)OC)[C@H]1C(=O)OC)S(=O)(=O)c1ccc(C)cc1,-1,4%,1.4,0.1,8%,1%,-8%,-6%
COC(=O)C1(C)Nc2ccccc2C(=O)N1c1ccccc1C (stereo not drawn),1,-8%,-0.4,-0.9,8%,-4%,1%,-4%
O=C1CCC([N+](=O)[O-])C(c2cccc(Cl)c2Cl)N1 (stereo not drawn),-2,-11%,-1.0,0.7,11%,-29%,10%,-3%
COc1ccc(CNC(=O)C2CCCN(S(=O)(=O)c3ccc4c(c3)C(C)(C)C(=O)N4C)C2)cc1 (stereo not drawn),-1,-3%,-1.0,-2.0,7%,-1%,-1%,4%

# All compounds of this part, repeating the preview:
SMILES,PI5P4K alpha inh,EPAC1 antagonist,CCT modulator,IL-2 act,EPAC2 agonist,WRN helicase inh,EPAC1 agonist,PLK1 PBD inh
CCCCNC(=S)Nc1cccc(C(C)=O)c1,1,-3%,-0.3,0.4,6%,1%,5%,-18%
Cc1ccc(CSc2nnc(-c3ccccn3)n2N)cc1,-2,-14%,0.5,2.1,2%,-1%,-4%,-6%
C=CCn1c(CNC(=O)c2ccco2)nnc1SCC(=O)c1ccc(OC)cc1,2,-21%,-3.3,-0.1,4%,-4%[57.1 µM],3%,-5%
C#CCN(C[C@H]1[C@H](OC(=O)NCc2ccccc2)[C@H](OC(=O)NCc2ccccc2)C[C@@H](C(=O)OC)[C@H]1C(=O)OC)S(=O)(=O)c1ccc(C)cc1,-1,4%,1.4,0.1,8%,1%,-8%,-6%
COC(=O)C1(C)Nc2ccccc2C(=O)N1c1ccccc1C (stereo not drawn),1,-8%,-0.4,-0.9,8%,-4%,1%,-4%
O=C1CCC([N+](=O)[O-])C(c2cccc(Cl)c2Cl)N1 (stereo not drawn),-2,-11%,-1.0,0.7,11%,-29%,10%,-3%
COc1ccc(CNC(=O)C2CCCN(S(=O)(=O)c3ccc4c(c3)C(C)(C)C(=O)N4C)C2)cc1 (stereo not drawn),-1,-3%,-1.0,-2.0,7%,-1%,-1%,4%
CN(CC(=O)Nc1ccc(F)cc1)C(=O)C1CCCC1,-5,-28%,-2.3,1.2,10%,-8%,4%,-14%
CC(=O)c1ccc(NC(=O)C(C)n2nc(-c3ccccc3)c3cc(Cl)ccc32)cc1 (stereo not drawn),12,-16%,1.4,-3.7,8%,-2%,-12%,-2%
COc1ccc(COCC(O)CN2CCc3ccccc3C2)cc1OC (stereo not drawn),-3,-23%,-2.5,-1.5,2%,0%,0%,-26%
CCc1ccc(-c2cc(C)no2)cc1S(=O)(=O)NCc1ccccc1OC,-1,-13%,-3.5,2.3,-2%,0%,-2%,6%
O=C1CCC([N+](=O)[O-])C(c2ccc3c(c2)OCO3)N1 (stereo not drawn),-15,-5%,-4.1,-0.2,7%,-1%,-2%,2%
C=CCNC(=S)N/N=C/c1ccc(C)cc1C,5,-4%,0.1,-0.3,5%,4%,7%,0%
NC1=NC(=O)/C(=C/c2cccs2)S1,.,7%,-3.9,0.2,7%,-11%,0%,-8%
COc1ccc(OCCSc2nnc(-c3ccccc3)n2N)cc1,-1,-14%,0.6,-0.3,7%,-4%,-6%,4%
CC(NC(=O)c1ccccc1NS(C)(=O)=O)c1ccccc1 (stereo not drawn),7,-10%,-1.5,-0.4,3%,-4%,2%,-8%
COCC(=O)N1CCCC(C)(C(=O)Nc2cccc(Oc3ccccc3)c2)C1 (stereo not drawn),0,3%,-1.2,1.5,6%,1%[57.1 µM],8%,-10%
CCNC(=O)NC(=O)CSc1cccc(C(F)(F)F)c1,.,11%,0.1,-0.8,23%,12%,-1%,-2%
COc1cccc(-c2ccc3nnc(SCC(=O)Nc4ccc(NC(C)=O)cc4)n3n2)c1,-4,?,-1.8,0.1,-2%,?,2%,0%
COc1ccccc1CC(=O)NNC(=O)c1cccs1,-1,2%,1.6,-2.2,7%,-5%,-15%,1%
COc1ccccc1N1CCN(S(=O)(=O)c2ccc([N+](=O)[O-])cc2)CC1,2,-7%,0.4,-0.5,-2%,4%,6%,-4%
COc1ccccc1-c1nnc(SCc2nc3ccccc3s2)n1C,.,-6%,-0.1,2.5,8%,-2%,14%,-10%
CCOC(=O)Cc1c(Sc2ccccc2)c2cc(C)ccc2n1C,28,-17%,1.4,2.3,3%,-18%[57.1 µM],11%,-5%
COc1ccnc(N2CCN(c3ccccc3)CC2)c1C#N,.,-5%,-1.7,-1.6,15%,-2%,12%,-10%
Nn1c(SCC(=O)N2CCCc3ccccc32)nnc1-c1ccccc1,7,-2%,1.7,-1.7,1%,-21%,4%,-5%
Cc1ccc(C)c2sc(N)nc12,3,-6%,-4.2,0.2,4%,9%,4%,-13%
CCc1cccc(C)c1NC(=O)CSc1ncn[nH]1,0,3%,-1.4,-2.3,10%,7%,1%,-10%
O=C(NNC(=O)c1ccc([N+](=O)[O-])cc1)c1ccc(NS(=O)(=O)c2cccs2)cc1,-6,1%,1.4,0.0,4%,-6%,-2%,-3%
Cc1cccc(C(=O)OCC(=O)NC(=O)c2ccccc2)c1O,-3,-20%,1.7,1.1,0%,-2%,-23%,1%
COCCCN(C(=O)Cn1ncc2c(=O)oc3ccc(C)cc3c21)C(C)c1ccncc1 (stereo not drawn),1,6%,-0.7,-0.1,11%,5%,-14%,-7%
CC(=O)Nc1cccc(OC(=O)c2ccoc2C)c1,.,0%,0.0,-1.7,0%,2%,0%,-7%
CCN(CC)C(C)C(=O)Nc1c2c(cc3c1CCC3)CCC2 (stereo not drawn),1,3%,-2.8,0.4,-3%,0%,-5%,-4%
C/C(=N/NC(=O)c1ccco1)c1cccc(NC(=O)c2ccc(C)o2)c1,-6,0%,-3.1,-1.6,6%,-5%,1%,-3%
CCCC(C)(C)C(=O)N1CCC1(C)C(=O)Nc1cccc2ccccc12 (stereo not drawn),19,-8%,0.1,-0.3,0%,-4%,-14%,4%
C=CCOc1ccc(C2C(C#N)=C(N)N(Nc3ccccc3)C3=C2C(=O)CCC3)cc1OC (stereo not drawn),-6,-1%,-3.6,-0.5,9%,-7%,12%,-3%
CC1CN(CCCSc2ccc(Cl)cc2)CC(C)O1 (stereo not drawn),-11,0%,-3.6,-3.6,7%,-27%,-7%,1%
Cc1ccc(S(=O)(=O)NCCOc2cc(C)ccc2C)cc1,1,-22%,-0.7,-3.3,14%,-4%,1%,-12%
CCCC(=O)NCCCc1nc2ccccc2n1CCC,0,-4%,0.9,0.4,7%,-6%,0%,-5%
O=[N+]([O-])c1ccc(N/N=C2\CC3CC=CC23)c([N+](=O)[O-])c1 (stereo not drawn),-26,-10%,-3.5,-5.8,9%,-31%,12%,-14%
NC(=O)COc1ccc2c3c(c(=O)oc2c1)CCCCC3,.,-6%,-1.6,-1.7,4%,10%,-6%,-3%
O=C(OCC(=O)N1CCC(Cc2ccccc2)CC1)c1cc(Cl)ccc1O,0,-9%,-5.5,-0.1,5%,?,4%,-12%
COc1ccccc1-n1cc(-c2ccc(Cl)cc2)[nH]c1=O,7,?,-1.2,0.5,-1%,-18%,7%,-17%
COC(=O)C(NC(C)=O)(Nc1cc(C)ccn1)C(F)(F)F (stereo not drawn),-7,19%,-2.0,1.6,7%,5%,1%,1%
Cc1ccc(S(=O)(=O)N2CCC(C(=O)NCCc3ccccn3)CC2)cc1,1,-11%,0.9,7.2,0%,1%,6%,-10%
CCOc1cc(CN2CCN(C(=O)CC(C)C)CC2)ccc1OC,0,-8%,-1.3,-0.2,5%,-4%,13%,-4%
O=C(Nc1cc(S(=O)(=O)N2CCCCC2)ccc1N1CCCCC1)C1CC1,-2,-3%,2.1,-0.5,13%,-7%,11%,-7%
Cc1ccc(-n2nc(C)c3c(C)c(CCC(=O)O)c(C)nc32)cc1C,18,8%,1.3,0.3,-2%,-14%[57.1 µM],5%,-4%
C[C@H](NC(=O)c1nc[nH]c1C(=O)NCC(=O)OCc1ccccc1)C(=O)OC(C)(C)C,-1,-4%,0.1,1.2,-1%,-4%,-12%,2%

# Full records, looked up by structure. Screens in order: PI5P4K alpha inh	EPAC1 antagonist	CCT modulator	IL-2 act	EPAC2 agonist	WRN helicase inh	EPAC1 agonist	PLK1 PBD inh
# Profile of `O=C(Nc1cc(S(=O)(=O)N2CCCCC2)ccc1N1CCCCC1)C1CC1` → -2	-3%	2.1	-0.5	13%	-7%	11%	-7%
# Profile of `COc1ccccc1-n1cc(-c2ccc(Cl)cc2)[nH]c1=O` → 7	?	-1.2	0.5	-1%	-18%	7%	-17%
